Bioassay records as filed in PubChem.
Diaphorase inh – counter-screen for diaphorase-based assays: diaphorase inhibitors and chemical oxidizers; diaphorase resazurin-to-resorufin fluorescence, NADH, 16 min; bacterial (C. kluyveri) enzyme, not human; actives 0.69% (n = 190,000); inhibition, % at 20 µM;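 active means primary screen inhibition at 20 µM above a set limit, cut at about 50% in these data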;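 further: plate controls were DMSO with full reaction for no effect and wells lacking NADH for full effect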
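Test system: diaphorase enzyme from Clostridium kluyveri; amount: diaphorase at 0.14 U/mL in enzyme working solution; detection: fluorescence of resorufin formed from resazurin, Ex 544/Em 590 nm; times: reaction incubation of 16 min at room temperature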
FLuc act counter – affects firefly luciferase, flagging false hits in luciferase stimulation screens | P08659 | ATPlite luciferase biochemical, luminescence, 10 min; 0 = ATP-free wells, 1 = DMSO control | activation factor at 10 µM | 200,000 tested, under 10 active | AID 1027;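 active means luciferase activation factor, scaled between plate controls, of at least 2 with compound at 10 µM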
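Assay system: Luciferase/luciferin reagent mix; Medium: PBS as buffer for the ATP substrate; Dosing: test compounds dosed from 2 mM stocks in 100% DMSO; Times: 10 min, room temperature; Signal: luminescence from luciferase reaction; Read-out: luciferase activation; Controls: No-ATP low control, compound-free enzyme-plus-ATP high control.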
G6PDH counter – inhibits Leuconostoc G6PDH, flagging false hits in G6PDH-based assays. Purified L. mesenteroides G6PDH, diaphorase/resazurin coupled fluorescence, 45 min. inhibition, % at 5 µM. actives 0.12% (n = 200,000); in the data active means inhibition above about 50%
TNAP act hi DEA – increases human TNAP activity under high phosphate acceptor concentration | P05186 | purified TNAP, CDP-star luminescence, 1 M DEA, 30 min; active compounds read high; 0 = EDTA background, 1 = DMSO-only activity | activation factor at 20 µM | 200,000 tested, under 10 active;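 active means activation factor at least 2 at 20 µM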
Target sequence (P05186 whole entry, looked up): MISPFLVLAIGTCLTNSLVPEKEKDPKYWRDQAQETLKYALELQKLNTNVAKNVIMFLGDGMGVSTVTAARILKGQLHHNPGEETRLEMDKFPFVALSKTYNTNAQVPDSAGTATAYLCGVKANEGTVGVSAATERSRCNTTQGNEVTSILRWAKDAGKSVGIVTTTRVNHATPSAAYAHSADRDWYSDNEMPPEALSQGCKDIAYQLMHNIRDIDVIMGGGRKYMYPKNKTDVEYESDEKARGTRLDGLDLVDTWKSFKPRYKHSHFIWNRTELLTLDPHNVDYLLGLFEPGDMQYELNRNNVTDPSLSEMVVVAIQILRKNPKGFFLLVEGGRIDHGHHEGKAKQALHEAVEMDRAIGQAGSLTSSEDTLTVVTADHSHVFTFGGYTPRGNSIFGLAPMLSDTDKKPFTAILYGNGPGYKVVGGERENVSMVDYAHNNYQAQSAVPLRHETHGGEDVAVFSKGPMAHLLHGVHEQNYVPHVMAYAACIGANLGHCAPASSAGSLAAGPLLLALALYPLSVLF
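system = human TNAP | amount = enzyme diluted 1/800 final | reagent = 100 µM CDP-star substrate | signal = luminescent substrate turnover signal | dosing = one dose, 20 µM | benchmarks = EDTA negative control, DMSO positive control | measure = activation factor | timing = 30 min reaction, room temperature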
PMI act hi M6P – activators of human phosphomannose isomerase at near-saturating mannose 6-phosphate; AID 1216; coupled PMI enzyme assay, resazurin fluorescence, 20 min; active compounds read high; 1 = untreated enzyme, 0 = substrate-free blank; actives 0.34% (n = 190,000); activation factor at 20 µM;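 active means activation factor of 2 or more at 20 µM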
Target sequence (P34949 whole entry, looked up): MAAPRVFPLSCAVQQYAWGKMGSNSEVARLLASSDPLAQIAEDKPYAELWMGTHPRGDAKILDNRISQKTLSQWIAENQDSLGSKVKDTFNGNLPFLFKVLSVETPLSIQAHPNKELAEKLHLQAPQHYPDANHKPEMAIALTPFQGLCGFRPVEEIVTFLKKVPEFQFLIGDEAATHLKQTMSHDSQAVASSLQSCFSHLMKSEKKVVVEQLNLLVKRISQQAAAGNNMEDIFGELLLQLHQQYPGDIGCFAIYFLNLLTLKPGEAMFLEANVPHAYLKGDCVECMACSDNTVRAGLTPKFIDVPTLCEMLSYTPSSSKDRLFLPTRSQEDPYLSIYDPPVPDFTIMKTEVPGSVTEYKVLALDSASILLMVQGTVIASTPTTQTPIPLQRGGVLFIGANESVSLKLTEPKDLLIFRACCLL
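Test system: human phosphomannose isomerase with PGI, G6PDH, diaphorase coupling enzymes; Amount: PMI at 15 ng/mL final; Reagent: Mannose-6-phosphate 1.0 mM (near-saturating) plus 0.22 mM NADP+; Timing: 20 min, room temperature; Technique: resorufin fluorescence at Ex 544/Em 590 nm; Dosing: 20 µM single dose.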
TNAP inh no acc – inhibitors of human TNAP without phosphate acceptor; purified TNAP, CDP-star luminescence, 30 min; inhibition, % at 20 µM; actives 0.26% (n = 200,000);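 active means tissue-nonspecific alkaline phosphatase inhibition above about 50% at 20 µM in the single-dose screen, limit read from the data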;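 further: 0% = DMSO negative control and 100% = EDTA positive control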
HMGR II inh – blocks class II HMG-CoA reductase of Enterococcus faecalis; actives 0.41% (n = 190,000); purified E. faecalis HMGR, NADPH absorbance 340 nm kinetic; AID 1066; inhibition, % at 10 µM;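 active means inhibition above a set limit, the median over all tested compounds plus 3 SD, cut at about 9.5% in these data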;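 further: enzyme runs in reverse so mevalonate oxidation gives rising NADPH absorbance; 0% = complete reaction with DMSO and 100% = background rate lacking mevalonate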
TNAP inh hiacc – blocks human TNAP under high phosphate acceptor concentration | P05186 | purified TNAP, CDP-star luminescence, 1 M DEA | inhibition, % at 20 µM | actives 0.03% (n = 200,000) | AID 1135;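 active means over 50% inhibition of tissue-nonspecific alkaline phosphatase at 20 µM in the single-dose screen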;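 further: plate controls were DMSO wells for no effect and EDTA-quenched wells as full inhibition for full effect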
PMI activator – phosphomannose isomerase (human) activation; activation factor at 20 µM; purified human PMI, coupled resazurin fluorescence, 20 min; active compounds read high; 1 = vehicle control, 0 substrate-free wells; actives 0.005% (n = 190,000); P34949;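 active means activation factor of 2 or more at 20 µM, relative to plate controls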
Diaph act CS – counter-screen for diaphorase-based assays: diaphorase activators and chemical reducers. activation factor at 20 µM. actives 0.005% (n = 190,000). Diaphorase/resazurin coupled assay, resorufin fluorescence, 16 min; active compounds read high; 1 = vehicle wells, 0 = NADH-free wells. AID 1229;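 active means diaphorase activity raised at least twofold by the compound at 20 µM; inactive means activation factor below 2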
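Assay system: bacterial diaphorase enzyme (C. kluyveri) / Input: enzyme 0.07 U/mL final / Medium: 50 mM HEPES pH 7.4 with 4.542 mM MgCl2, 0.005% Tween 20 / Doses: single compound dose of 20 µM, 1% DMSO final / Incubation: 16 min enzyme reaction, ambient temperature / Signal: fluorescence, excitation 544 nm and emission 590 nm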
* hit, by the source's call.

Each structure is followed by: Diaphorase inh	FLuc act counter	G6PDH counter	TNAP act hi DEA	PMI act hi M6P	TNAP inh no acc	HMGR II inh	TNAP inh hiacc	PMI activator	Diaph act CS
Cc1nc2ccc(C(=O)N3CCN(c4ccccc4)CC3)cc2s1
→ 5	1	11	1	1	2	-2	0	1	0.9
Cn1cc(C(=O)NC2CCCCC2)c(=O)c2cc(S(=O)(=O)N3CCCC3)ccc21
→ 14	1.1	6	1	0.9	-5	-6	0	0.9	0.9
CCc1nnc(NC(=O)C2CCCN(c3nc(C)cc(C)n3)C2)s1 (configuration not stated)
→ 17	1.1	-4	1.1	1	-14	-2	-6	1	0.8
CCOc1cc(/C=C2\C(=O)N(c3ccc(C(N)=O)cc3)N=C2C)ccc1OC(=O)c1cccs1
→ 49	1.1	11	1	0.4	-9	-3	0	0.4	0.5
CC(c1n[nH]c(=S)n1-c1ccccc1)N1CCCCC1 (configuration not stated)
→ 16	1	7	1	1	16	-2	-1	0.9	0.8
COc1cc(C(N)=O)cc(Cl)c1OC
→ 0	1	9	1	1	-2	-1	-1	0.9	1
C=CC(=O)N=c1sc2ccccc2n1-c1ccccc1
→ 5	1.1	4	1	0.9	-6	-1	-2	1	1
COC(=O)c1c(NC(=O)C2C3CCC(O3)C2C(=O)O)sc2c1CCCCCC2 (configuration not stated)
→ 10	1	19	1	0.9	-3	-3	-3	0.9	0.9
Cc1ccc(Nc2nnc(SCC(=O)c3ccc(Br)s3)s2)c(C)c1
→ 5	1	-14	0.9	1	1	-6	5	0.9	1
Cc1ccc(S(=O)(=O)Nc2cccc3c2CCCC3)cc1
→ 18	1.1	15	1	0.9	-14	-1	2	0.9	0.8
COc1ccccc1/C=N/NC(=O)c1sc(C)nc1C
→ 13	1	13	1	0.9	-8	-1	-3	0.9	0.9
CC(C)Sc1nc(N2CCCC2)c2c(c1C#N)CC(C)(C)OC2
→ 10	1.1	8	1.1	1	-6	-6	-7	1	0.9
N#Cc1nc(-c2cccs2)oc1N1CCN(c2ccccc2)CC1
→ 7	1	-1	1.1	0.9	-6	3	-7	0.9	0.9
COCCn1c(SCC(=O)Nc2cccc(S(N)(=O)=O)c2)nc2cc(Cl)ccc2c1=O
→ 0	1	-7	0.9	1.1	-3	1	5	1.1	1
O=c1cc(-c2ccccc2)[nH]c2ccccc12
→ 11	1	5	1	0.9	-9	-6	-5	1	0.9
CC(=O)c1ccccc1NC(=O)CN1C(=O)CS/C1=C\c1nc(-c2ccc(C)cc2)cs1
→ 5	1	7	1	1	-8	5	-3	1.1	0.9
O=C(c1ccc(Cl)cc1)C(Cn1cncn1)C(Sc1ccccc1)c1ccccc1 (configuration not stated)
→ 21	1	0	1	0.8	-3	1	-4	0.8	0.8
Cc1cc(C)c(NC(=O)C2CC(=O)N(c3ccc4c(c3)OCCO4)C2)c(C)c1 (configuration not stated)
→ -2	1	14	1.1	1.1	-20	-4	-7	1.1	1
Cc1ccccc1OCCNC(=O)CNC(=O)c1ccccc1O
→ 13	1	-2	1	0.9	-7	1	-5	0.9	0.9
CSCCC(Nc1ncnc2ccc(Br)cc12)C(=O)O (configuration not stated)
→ 25	1	14	1.1	0.8	-9	4	-6	0.9	0.7

The list goes on; it opens with the 2 that closed the last part.
Each structure is followed by: Diaphorase inh	FLuc act counter	G6PDH counter	TNAP act hi DEA	PMI act hi M6P	TNAP inh no acc	HMGR II inh	TNAP inh hiacc	PMI activator	Diaph act CS
Cc1ccccc1OCCNC(=O)CNC(=O)c1ccccc1O
→ 13	1	-2	1	0.9	-7	1	-5	0.9	0.9
CSCCC(Nc1ncnc2ccc(Br)cc12)C(=O)O (configuration not stated)
→ 25	1	14	1.1	0.8	-9	4	-6	0.9	0.7
Nc1ccc(S(=O)(=O)Nc2nccc(/C=C/c3ccc(Br)s3)n2)cc1
→ -21	1.1	8	1	1.2	2	-1	-4	1.1	1.2
CO/N=C/CC(=O)c1cnc(-c2ccc(Cl)cc2)s1
→ 18	1	19	0.9	0.5	0	-6	10	1	0.8
CC(C)n1c(SC2CCOC2=O)nc2ccccc21 (configuration not stated)
→ 14	1.1	1	1	1	-6	-1	-5	0.9	0.9
COc1cc(NC(=O)COn2nnc3ccc(S(C)(=O)=O)cc32)cc(OC)c1
→ 8	1	-2	1	1	-8	4	-5	1	0.9
O=C(CNC(=O)c1ccco1)NCC(=O)OC(C(=O)c1ccccc1)c1ccc(Cl)cc1 (configuration not stated)
→ 26	1	1	1	1	-8	-4	-4	1	0.7
O=C(NCc1nnc2c3ccccc3c(-c3ccccc3)nn12)c1ccc(Cl)cc1
→ 26	1.1	8	1	1	2	2	-4	1	0.7
C=CCn1c(COc2ccccc2F)nnc1SCC(=O)c1c[nH]c2ccccc12
→ 14	1	-17	1	1	-55	-3	3	0.9	0.9
CCN1CCN(C(=O)C(C)Nc2cc(Cl)c(OC)cc2OC)CC1 (configuration not stated)
→ 32	1.1	33	1	0.3	-6	4	-3	0.7	0.7
C=C1CC2C=C(NC(C)=O)CC(C1)C2 (configuration not stated)
→ 12	1	3	1	0.9	-5	0	0	1	0.9
COc1ccc(Cl)cc1C(=O)NC(C)C
→ 0	1.1	2	1	1.1	-16	2	0	1.1	1

Following part
mol,Diaphorase inh,FLuc act counter,G6PDH counter,TNAP act hi DEA,PMI act hi M6P,TNAP inh no acc,HMGR II inh,TNAP inh hiacc,PMI activator,Diaph act CS
COc1ccccc1NC(=O)CNc1ccc(F)c(Cl)c1,14,1,15,1,0.9,-8,0,1,0.8,0.9
Cc1ccnc(NC(=O)/C=C/c2cccs2)c1,-2,0.1,-3,1,1.1,-7,-1,3,1,1
CCO[C@H]1OC(C(=O)NC2CC2)=C[C@@H](c2csc3ccccc23)[C@@H]1CCCO,-10,1,8,1,1,-6,-3,-2,1,1.1
CCCCN1C(=O)NC(NC(=O)C2CC2)(C(F)(F)F)C1=O (configuration not stated),-4,1,5,1,1.1,-8,-2,-4,1.1,1
CCOc1cc(/C=C2\SC(=N)N(c3nonc3N)C2=O)ccc1OCC(N)=O,14,1,-17,1,0.9,3,0,4,0.9,0.9
O=C(Cc1ccc(Cl)cc1)Nc1ccc(NC(=O)c2cccs2)cc1,4,1,1,1,1.1,-4,-5,-3,1,1
COc1cc(CCC(=O)OCC(=O)Nc2ccccc2OC(F)F)cc(OC)c1OC,17,1.1,-2,1.1,1,-6,1,-7,1,0.8
COc1ccc(N(C(=O)c2ccc(S(=O)(=O)N3CCOCC3)cc2)C2C=CS(=O)(=O)C2)cc1 (configuration not stated),5,1,3,1,1.1,-10,1,-3,1,0.9
O=C(CSCc1c(Cl)cccc1Cl)Nc1ccc2c(c1)OCO2,10,1,11,1,1,6,-2,-4,1,0.9
COc1cc(NC(=O)CN(c2ccc(C)cc2)S(=O)(=O)c2c(C)nn(C)c2C)cc(OC)c1,27,1,6,1,0.8,-8,-6,0,0.8,0.7
Cc1cc(C(=O)CSCCCn2c(=O)[nH]c3ccccc32)c(C)n1C,17,1.1,-14,1,1.2,-8,1,-1,1.1,0.8
Cn1c(/C(C#N)=C/c2ccncc2)nc2ccccc21,28,1,12,1.1,0.7,-8,2,-8,0.9,0.7
O=C(Nc1ccccc1F)c1cnccn1,-4,1,12,1,1,-5,-1,-3,1.1,1
O=C(CCn1c(=S)oc2ccccc21)Nc1cccc(F)c1,-3,1.1,5,1.1,1.1,-10,-10,-5,1.1,1
CC(=O)Nc1nc(C)nc(-c2ccccc2OC(C)=O)n1,-2,1,16,1.1,1,-12,1,-7,1,1
COc1ccccc1-n1c(N)cc(=O)nc1SCC(=O)Nc1cc(C)on1,3,1,4,1,1,-8,0,0,1,1

Molecules from the list above with a COOH group:
mol,Diaphorase inh,FLuc act counter,G6PDH counter,TNAP act hi DEA,PMI act hi M6P,TNAP inh no acc,HMGR II inh,TNAP inh hiacc,PMI activator,Diaph act CS
COC(=O)c1c(NC(=O)C2C3CCC(O3)C2C(=O)O)sc2c1CCCCCC2 (configuration not stated),10,1,19,1,0.9,-3,-3,-3,0.9,0.9
CSCCC(Nc1ncnc2ccc(Br)cc12)C(=O)O (configuration not stated),25,1,14,1.1,0.8,-9,4,-6,0.9,0.7

Outcome played no part in choosing rows; any-hit rate near 1.7%.
